# Source: PubChem (National Center for Advancing Translational Sciences (NCATS))
# POLH inh: blocks human DNA polymerase eta activity. recombinant Pol eta, fluorescent DNA replication assay. hit rate 1.2% among 390,000. Q9Y253. Potency, µM (doses to about 114 µM), without a hit: top-dose activity change, negative = inhibition, usual class: inhibitors. AID 588591; note: potency is the fitted concentration of half-maximal effect; % is set by controls: 0 for no effect and ±100 for the full control effect
#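 Pol eta at 10 nM preincubated with compounds 15 min at room temperature; reaction started with fluorescent substrate (50 nM final) and read kinetically at 0 and 10 min.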
# BLM inh: Bloom syndrome helicase (human) inhibition; P54132; recombinant BLM DNA unwinding, fluorescence dequenching; Potency, µM (top dose mostly 56.1 µM), for inactives: at the highest dose activity change, negative = inhibition, actives largely listed as inhibitors; hit rate 0.2% among 350,000; AID 2528;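 note: potency is the fitted concentration of half-maximal effect; plate controls were vehicle for no effect and no enzyme for full effect; nearly all actives have a fitted effect of over 35% in size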
# POLK inh: inhibitors of human DNA polymerase kappa; purified Pol kappa, fluorescent DNA synthesis assay, 10 min; Potency, µM (doses to about 107 µM), without a hit: top-dose activity, negative = inhibition, most hits filed as inhibitors; AID 588579; hit rate 0.53% among 400,000; note: potency is the fitted concentration of half-maximal effect; % is set by controls: 0 for no effect and ±100 for the full control effect
# Target sequence (Q9UBT6 whole entry, looked up): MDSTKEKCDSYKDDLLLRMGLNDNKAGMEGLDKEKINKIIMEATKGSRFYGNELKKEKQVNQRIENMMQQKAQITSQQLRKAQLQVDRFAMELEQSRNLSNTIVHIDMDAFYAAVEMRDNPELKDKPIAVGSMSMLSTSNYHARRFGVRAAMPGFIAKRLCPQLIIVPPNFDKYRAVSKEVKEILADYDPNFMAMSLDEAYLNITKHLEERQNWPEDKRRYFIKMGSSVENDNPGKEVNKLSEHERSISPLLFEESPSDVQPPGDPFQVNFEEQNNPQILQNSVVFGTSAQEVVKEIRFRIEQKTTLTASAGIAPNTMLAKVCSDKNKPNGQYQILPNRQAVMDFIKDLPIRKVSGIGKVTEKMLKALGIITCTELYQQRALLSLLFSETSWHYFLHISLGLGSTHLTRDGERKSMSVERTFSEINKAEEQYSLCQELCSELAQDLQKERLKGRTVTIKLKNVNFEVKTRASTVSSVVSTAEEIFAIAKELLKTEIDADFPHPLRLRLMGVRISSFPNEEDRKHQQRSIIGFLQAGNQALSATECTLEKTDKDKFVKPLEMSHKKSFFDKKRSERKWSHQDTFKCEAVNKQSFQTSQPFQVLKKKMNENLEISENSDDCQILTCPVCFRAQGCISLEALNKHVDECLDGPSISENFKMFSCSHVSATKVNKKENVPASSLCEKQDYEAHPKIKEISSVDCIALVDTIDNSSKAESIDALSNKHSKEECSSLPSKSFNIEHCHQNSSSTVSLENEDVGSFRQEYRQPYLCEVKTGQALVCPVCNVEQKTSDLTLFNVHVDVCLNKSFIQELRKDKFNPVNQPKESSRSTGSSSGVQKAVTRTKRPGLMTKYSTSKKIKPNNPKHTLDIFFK
#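 Readout: fluorescence, taken kinetically at 0 and 10 min. Conditions: 10 nM Pol kappa, 15 min RT compound preincubation, 50 nM substrate final. Controls: enzyme-free buffer wells.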
# POLI inh: DNA polymerase iota (human) inhibition; Pol iota fluorescent replication assay, 10 min; Q9UNA4; hit rate 1% among 390,000; Potency, µM (titrated, usually from 115 µM), for inactives: top-dose activity, negative = inhibition, usual class: inhibitors; note: potency is the fitted concentration of half-maximal effect
#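 Fluorescent replication assay read twice, at 0 min and 10 min after adding 50 nM (final) substrate. Enzyme (10 nM) and compounds were first incubated 15 min at room temperature; enzyme-free buffer wells were negative controls.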
# APEX1 inh: APE1 (human) endonuclease inhibition; Potency, µM (series often up to 65.8 µM), without a hit: at the highest dose activity change, negative = inhibition, usual class: inhibitors; P27695; hit rate 0.35% among 350,000; recombinant APE1, TAMRA/BHQ-2 abasic DNA cleavage fluorescence;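 note: potency is the fitted concentration of half-maximal effect; plate controls were vehicle for no effect and reference inhibitor for full effect; nearly all actives have a fitted effect of over 55% in size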
#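 Kinetic fluorescence read (525 ex/598 em nm, three reads 60 s apart) of AP-site incision; signal = third minus first read. Enzyme 0.75 nM, dual-labelled THF duplex 50 nM, compound preincubation 15 min RT.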
# Anesthetic bind: binds horse apoferritin like a general anesthetic | P02791 | apoferritin/1-aminoanthracene competitive binding, fluorescence | Potency, µM (titrated, usually from 77.5 µM), for inactives: at the top dose activity change, negative = displacement, hits mostly inhibitors | hit rate 0.074% among 350,000; note: potency is the fitted concentration of half-maximal effect; % is set by controls: 0 for no effect and ±100 for the full control effect; nearly all actives have a fitted effect of over 20% in size
# Target sequence (P02791 2-175 limits assumed): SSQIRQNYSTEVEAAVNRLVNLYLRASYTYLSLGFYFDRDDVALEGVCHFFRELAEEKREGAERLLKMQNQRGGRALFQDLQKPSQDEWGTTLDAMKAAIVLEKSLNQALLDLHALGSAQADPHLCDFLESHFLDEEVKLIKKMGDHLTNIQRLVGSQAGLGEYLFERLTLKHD
#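 Horse-spleen apoferritin (10 uM) was mixed with 50% saturated 1-aminoanthracene in PBS, exposed to compounds for 10 min at room temperature, and read for fluorescence (ex 380 nm, em 535 nm). Competitive displacement was fitted with a four-parameter Hill equation.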
# LDHA inh: blocks human lactate dehydrogenase A; purified LDHA, NADH/diaphorase-resazurin fluorescence; hits give low values; activity change, % (values are at about 110 or 230 µM); hit rate 0.15% among 480,000; AID 1347041; in the data active = activity change below about -30%; inconclusive = mostly about -25% to -30%;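 note: plate controls were DMSO wells for no effect and wells without enzyme for full effect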
#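 Human LDH5 at 2 nM final in Tris HCl pH 7.4 with 0.06 mM NADH and 0.2 mM pyruvate, reacted 5 minutes at room temperature. Remaining NADH coupled via diaphorase/resazurin; resorufin fluorescence read at 0 and 20 minutes, normalized to enzyme-free and DMSO wells.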
# Pol beta inh: DNA polymerase beta (human) inhibition; Potency, µM (doses to about 114 µM), for inactives: top-dose activity change, negative = inhibition, most hits filed as inhibitors; hit rate 1.3% among 340,000; AID 485314; Pol beta primer extension/strand displacement, fluorescence kinetic; note: potency is the fitted concentration of half-maximal effect; % is set by controls: 0 for no effect and ±100 for the full control effect
#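 Pol beta (10 nM) was preincubated with compound for 15 min at room temperature. The reaction was then started with 50 nM substrate and read immediately and after a further 10 min at room temperature.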
# Glioma ERSR ind: inducers of ER stress response in human glioma cells. U87-MG GRP78 promoter luciferase reporter, 16 h. Potency, µM, for the others: at the top dose activation, most hits filed as activators. hit rate 0.02% among 420,000; note: potency is the fitted concentration of half-maximal effect; series mostly up to about 76 µM; % of control where 0% means no effect; nearly all actives have a fitted effect of over 35% in size
#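 Stably transfected U87-MG human glioma cells carrying a GRP78-based luminescent sensor were seeded at 1000 cells/well, pin-dosed with compounds and incubated 16 h. Luciferase reagent was then added, and end-point luminescence was read after 10 min at room temperature.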
# Numbers without * were called inactive; ? = inconclusive; nt = not tested or not shown; & = joins results of further samples; [ ] = another dose, or the depositor's remark. Unless noted, calls come from the whole dose curve; as a rule, active = well fitted curve in the direction sought with a large enough effect; inconclusive = small, poorly fitted or top-dose-only effect, or another doubt; inactive = no such curve, though single readings can be large; an effect the other way counts as inactive or inconclusive. A portion of the library (hit frequency here may not be typical).
SMILES,POLH inh,BLM inh,POLK inh,POLI inh,APEX1 inh,Anesthetic bind,LDHA inh,Pol beta inh,Glioma ERSR ind
CC(C)n1nnnc1SCC(=O)NCc1ccco1,?,nt,-29%,?,nt,nt,2,nt,-6%
O=C(Cc1ccc(NC(=O)C2CCCN(C(=O)C3CCCC3)C2)cc1)Nc1cccc(C(=O)N2CCCC2)c1 (configuration not stated),-17%,nt,-5%,9%,nt,nt,-7,nt,-1%
Cn1cc(C(=O)N2CCCCC2)c(=O)c2cc(S(=O)(=O)N3CCCC3)ccc21,-27%,2%,4%,21%,20%,-5%,-3,34%,1%
O=C(CSc1nc2[nH]ncc2c(=O)[nH]1)NCc1ccc(F)cc1,-15%,1%,6%,0%,0%,-12%,0,8%,-5%
CCOCCCN(C(=O)Cn1nnc(-c2ccc(OC)c(OC)c2)n1)C(C(=O)NCC1CCCO1)c1ccc(F)cc1 (configuration not stated),-21%,-7%,5%,47%[activator],19%,-15%,3,14%,3%
CC(=O)NCCNc1nc2c(-c3cccc(C)c3)nnn2c2ccccc12,-10%,-9%,10%,-3%,-24%,3%,0,-21%,-1%
N#CCCn1c(=O)cnc2cnc(Nc3ccccc3)nc21,nt,2%,5%[60.1 µM],nt,0%,nt,nt,nt,1%
Cc1ccc(C(=O)NNC(=O)c2ccc3ncccc3c2)cc1,-15%,-5%,5%,25%,5%,-6%,2,23%,1%
COc1ccc(C(=O)NC(=S)N2CCN(c3ccccc3OC)CC2)cc1,5%,-2%,-15%,-1%,1%,2%,-4,30%,0%
Cc1[nH]c2ccc(C(=O)Nc3ccc(F)cc3)cc2c1C,4%,-7%,16%,6%,nt,-9%,2,13%,1%
Cc1cccc(CC(=O)N2CC(=O)Nc3ccc(Br)cc3C2c2ccc(F)cc2)c1 (configuration not stated),-22%,-13%,-12%,?,nt,-16%,-8,11%,-3%
COc1ccccc1C(=O)NC1(C(F)(F)F)C(=O)NC(C)=C1C#N (configuration not stated),-8%,-2%,-26%,?,nt,-1%,0&-9,-2%,0%
O=C(CN(c1cccc(Cl)c1)S(=O)(=O)c1ccccc1)NN=C1CCCC1,-7%,-1%,-14%,-1%,3%,-4%,-19,-4%,-2%
CC(C)NC(=O)C(=O)N/N=C/c1ccco1,2%,0%,-2%,-25%,?,5%,2,0%,-2%
O=C(COc1ccccc1)NCc1ccc2c(c1)CCN2C(=O)c1ccc(Cl)cc1,-11%,-7%,-18%[60.1 µM],-19%,nt,-1%,-6,50%[activator],-4%
CN(/N=C/c1ccncc1)c1cnc2ccccc2n1,-15%,2%,2%,163%[activator],-1%,6%,-3,18%,-5%
CCc1ccc2[nH]c(=O)c(CN(CCN(CC)CC)C(=O)Nc3ccccc3OC)cc2c1,-16%,-8%,-5%,8%,1%,-10%,-6,-2%,-6%
O=C(OCc1c(-c2ccccc2)ncc2ccccc12)c1ccc(Cl)cc1Cl,-17%,nt,-4%,-5%,-5%,nt,-11,nt,-2%
C=CCn1c(SCC(=O)Nc2sccc2C(N)=O)nc2sc(CC)cc2c1=O,?,-8%,-17%,-8%,-7%,-20%,-6,-16%,-2%
CC(C)CCN1CCN(Cc2cc(F)ccc2-n2cccn2)CC1CCO (configuration not stated),-5%,0%,-4%,99%[activator],-7%,-8%,-9,-19%,-1%
CC(C)C(=O)COc1c2occc2cc2ccc(=O)oc12,?,nt,-15%,-1%,-2%,nt,4,nt,-1%
O=C(Cn1ccccc1=S)c1ccc(Cl)c(Cl)c1,-2%,nt,-9%,?,nt,nt,-2,nt,-5%
c1ccc(-c2noc(-c3ccco3)n2)nc1,-11%,0%,-3%,1%,-7%,-10%,-6,?,-14%
Cc1nc2ccn(Cc3ccco3)c(=O)c2cc1C(=O)Nc1ccc(F)cc1,16%,-1%,8%,0%,nt,-9%,4,6%,-4%
COc1ccccc1NC(=O)c1c(C)cc(=O)oc1C,-3%,-2%,-1%,24%,4%,-6%,0,14%,-4%
CCc1cc(=O)oc2c(C)c3c(cc12)CN(CCc1ccccc1OC)CO3,-11%,-4%,-11%,-10%,nt,nt,3,-24%,-2%
COC(=O)c1cc(=O)n(Cc2ccc(F)cc2)c(=NCc2ccc(F)cc2)s1,-14%,-7%,-6%,4%,9%,-2%,-18,5%,-2%
COc1ccc(-n2c(Cc3cccn3C)nnc2SCC(=O)NCCc2ccccc2)cc1,-2%,-3%,-21%,-21%[58.9 µM],1%,-8%,-4,31%,-1%
O=C(CNC(=O)c1ccc(Br)o1)NCC(=O)OCc1ccccc1,3%,nt,-13%,-2%,-1%,nt,-5,nt,-4%
Cc1cc(SCC#N)n2nc(C)c(-c3ccccc3)c2n1,-6%,-12%,-17%,9%,-12%,-18%,-7,4%,-5%
CC(C)Cn1cnc2c(Sc3c([N+](=O)[O-])ncn3C)nc(N)nc21,0%,nt,-9%,-6%,nt,nt,-1,nt,0%
C[C@H]1CN([C@@H](C)CO)C(=O)c2cccc(NC(=O)Nc3ccc(C(F)(F)F)cc3)c2O[C@H]1CN(C)C,-22%,nt,-11%,4%,15%,nt,2,nt,-2%
Cc1nnc(SCC(=O)Nc2nccs2)n1C(C)C,-18%,0%,-3%,47%,-1%,-6%,-2,1%,6%
CCSc1nnc(SCC(=O)Nc2cc(C)on2)s1,?,nt,?,45µM*,?,nt,-1,nt,-4%
COC(=O)c1c(SC)nc2ccccc2c1OCc1ccc(Br)cc1,-19%,-9%,-10%,16%,nt,-5%,-10,2%,-3%
Ic1ccc(Nc2nc(NCCN3CCOCC3)nc(N3CCCC3)n2)cc1,nt,nt,-23%,10%,nt,nt,1,nt,-4%
O=c1ccc(S(=O)(=O)N2CCCC2)cn1Cc1ccc(Cl)cc1Cl,-7%,nt,-6%,1%,-14%,nt,-14,nt,-5%
COc1ccc(S(=O)(=O)N2CCN(CC(=O)N3CCOCC3)CC2)cc1OC,-3%,nt,0%,7%,8%,nt,-4,nt,-4%
O=C(COc1ccc2c(c1)OCO2)Nc1ccc(Cl)cn1,-10%,0%,-4%,-14%,86%[activator][12.4 µM],4%,-1,9%,-5%
CC1(C)Cc2c(sc3nc(-c4ccccc4Cl)n(N)c(=O)c23)CO1,-11%,-4%,-1%,4%,14%,-13%,-5,-16%,-3%
Cc1ccc(-c2cc(C(=O)OCC(=O)NC3CC3)c3ccccc3n2)cc1,-4%,nt,8%,23%,12%,nt,-2&-1,nt,0%
Cc1nn(C)c(C)c1S(=O)(=O)N1CCCC(C(=O)NC2CCCCC2)C1 (configuration not stated),-11%,-1%,5%,29%,-3%,-3%,-4,66%,-3%
COc1ccc(CC(=O)N2CCNC2=O)cc1,-2%,-3%,3%,19%,-5%,-5%,-1,31%,-3%
Cc1ccc(NC(=O)/C=C/c2ccccc2Cl)cc1Cl,nt,-5%,-25%,15%,nt,-4%,-5,3%,nt
Cc1cccc(-n2ccc(=O)c(C(=O)Nc3ccc(S(=O)(=O)Nc4nccc(C)n4)cc3)n2)c1,-11%,-1%,-8%,11%,28%,-2%,-13,-5%,-5%
Cc1cccc(NC(=O)Cn2nnc3ccccc32)c1,-1%,-2%,-14%,68%[activator],9%,-10%,-7,1%,1%
O=C(O)c1cc2c(cn1)[nH]c1ccccc12,-17%,1%,-6%,?,-16%,127%[activator],16,24%,-1%
CCN(CC(=O)Nc1ccccc1C(F)(F)F)C(=O)CSCC(=O)Nc1cc(C)on1,0%,nt,-11%,18%,-6%,nt,1,nt,-1%
CC[C@H]1OC(=O)[C@H](C)[C@@H](O[C@H]2C[C@@](C)(OC)[C@@H](O)[C@H](C)O2)[C@H](C)[C@@H](O[C@@H]2O[C@H](C)C[C@H](N(C)C)[C@H]2O)[C@](C)(O)C[C@@H](C)CN(C)[C@H](C)[C@@H](O)[C@]1(C)O,-9%,-3%,-4%,-7%,17%,nt,-3,nt,3%&-4%
COc1ccc(C2=CC(=O)CC(C)(C)C2)cc1OC,-1%,nt,-5%,12%,5%,nt,-23,nt,-1%
CC(=O)c1ccc(N2CCN(C(=O)c3noc4c3CSc3ccccc3-4)CC2)cc1,-6%,-2%,3%,20%,-12%,6%,-3,42%,0%
O=C(OCc1nc2ccsc2c(=O)[nH]1)c1ccc(Cl)nc1,-18%,nt,-17%,?,18%,nt,-7,nt,-3%
O=C(Nc1ccc2nc3n(c(=O)c2c1)CCCCC3)C(=O)N1CCN(c2ccc(F)cc2)CC1,-24%,0%,-11%,?,12%,-5%,0&9,19%,2%
O=C(c1ccc(F)cc1)N1CCCCC(Sc2nnc3ccccn23)C1=O (configuration not stated),-11%,1%,0%,40%[activator],4%,-9%,-5,24%,-1%
CCn1c(SCc2nc3ccccc3c(=O)[nH]2)nc2ccccc2c1=O,1%,-6%,4%,6%,-1%,-5%,-9,-2%,7%
C[C@H](NC(=O)N1CCn2c1nc1ccccc12)C(=O)NCCc1ccccc1,-17%,0%,-9%,42%[activator],8%,-3%,-9,0%,-2%
CCC1CN(C(=O)Nc2ccccc2C(F)(F)F)c2ccccc2S1 (configuration not stated),-14%,-2%,7%,1%,nt,35%[activator],5,1%,-3%

# Arranged by value in Anesthetic bind (largest number first): 4 of the compounds above.
SMILES,POLH inh,BLM inh,POLK inh,POLI inh,APEX1 inh,Anesthetic bind,Pol beta inh
CC(=O)c1ccc(N2CCN(C(=O)c3noc4c3CSc3ccccc3-4)CC2)cc1,-6%,-2%,3%,20%,-12%,6%,42%
C[C@H](NC(=O)N1CCn2c1nc1ccccc12)C(=O)NCCc1ccccc1,-17%,0%,-9%,42%[activator],8%,-3%,0%
O=C(Nc1ccc2nc3n(c(=O)c2c1)CCCCC3)C(=O)N1CCN(c2ccc(F)cc2)CC1,-24%,0%,-11%,?,12%,-5%,19%
O=C(c1ccc(F)cc1)N1CCCCC(Sc2nnc3ccccn23)C1=O (configuration not stated),-11%,1%,0%,40%[activator],4%,-9%,24%
